MCF10A rerep – DNA re-replication induction in MCF 10a cells; MCF 10A DNA re-replication, Hoechst nuclear intensity, 48 h; Potency, µM (titrated, usually from 46.1 µM), without a hit: at the highest dose activity, positive = re-replication, usual class: activators; hit rate 2.9% among 350,000; AID 624296; further: potency means the concentration at half of the fitted maximal effect; % of control where 0% means no effect; nearly all actives have a fitted effect of over 50% in size
HT1080 IDH1KD tx – toxicity to HT-1080 IDH1 knockdown cells (counter line) | HT-1080 IDH1 knockdown viability, ATP luminescence, 48 h | Potency, µM (series often up to 46.1 µM), for inactives: at the top dose activity, negative = toxicity, hits mostly cytotoxic | hit rate 2% among 360,000;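 further: potency means the concentration at half of the fitted maximal effect; 0% = DMSO wells and -100% = cell-free medium wells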
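Viability of IDH1-knockdown HT-1080 fibrosarcoma cells was assessed by CellTiter-Glo after 48 h at 37 °C with titrated compound; concentration-effect curves were classified by fit quality and response size.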
KB-3-1 cytotox – KB-3-1 parental cell cytotoxicity. KB-3-1 viability, CellTiter-Glo ATP luminescence, 72 h. Potency, µM (highest dose often 46.1 µM), for the others: top-dose activity change, negative = cytotoxic, hits mostly cytotoxic. hit rate 1.4% among 400,000; further: potency means the concentration at half of the fitted maximal effect; on the % scale 0 is the no-effect control and ±100 the full control effect; nearly all actives have a fitted effect of over 60% in size
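Parental KB-3-1 adenocarcinoma cells in phenol-red-free DMEM with 10% FBS were pin-treated with compounds at several concentrations, incubated 72 h at 37 °C, and viability read by CellTiter-Glo luminescence; concentration-effect curves were fitted after normalization.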
IL-1B inflam inh – inhibitors of inflammasome signaling (IL-1 beta secretion) | THP-1 LPS/ATP IL-1B secretion, AlphaLISA, 16 h; active compounds read low | activity change, % at 57.5 µM | hit rate 4.7% among 360,000 | AID 743279; in the data active means activity change below about -50%; inconclusive means mostly about -30% to -49%; further: on the % scale 0 is the no-effect control and ±100 the full control effect
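Secreted IL-1B measured by AlphaLISA bead assay after 16 h compound exposure of THP-1 cells; compounds (final up to 57.5 uM) added 1 h before LPS (250 ng/mL) and ATP (1.25 mM) stimulation; lower signal means less secretion.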
KB-V1 cytotox – KB-V1 MDR subline cytotoxicity. KB-V1 MDR cells viability, CellTiter-Glo, 72 h. Potency, µM (top dose mostly 46.1 µM), inactives show at the highest dose activity change, negative = cytotoxicity, hits mostly cytotoxic. hit rate 3.4% among 400,000. AID 1347076; further: potency means the concentration at half of the fitted maximal effect; on the % scale 0 is the no-effect control and ±100 the full control effect; nearly all actives have a fitted effect of over 60% in size
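Luminescent ATP read-out (CellTiter-Glo, 10 min) measures survival of drug-selected KB-V1 MDR cells after 72 h, 37 degrees C compound exposure. Medium: phenol-red-free DMEM, 10% FBS. Values from fitted concentration-response curves.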
S2 tox – viability counter-screen for ATXN expression inhibitors | S2 cells (HEK-293 line with an ATXN2-luciferase reporter) viability, CellTiter-Fluor protease fluorescence, 24 h | Potency, µM (top dose mostly 56.7 µM), usual class: cytotoxic | hit rate 0.49% among 400,000; further: potency means the concentration at half of the fitted maximal effect; nearly all actives have a fitted effect of over 40% in size
HT1080-NT tox – kills 2HG-producing HT-1080-NT fibrosarcoma cells | HT-1080-NT fibrosarcoma viability, CellTiter-Glo ATP luminescence, 48 h | Potency, µM (series often up to 46.1 µM), for the others: top-dose activity, negative = less viability, actives largely listed as cytotoxic | hit rate 1.6% among 360,000;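 further: NT is the 2HG producing partner of a matched IDH1 knockdown line; potency means the concentration at half of the fitted maximal effect; 0% = DMSO-treated cells and -100% = media-only wells without cells; nearly all actives have a fitted effect of over 55% in size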
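750 cells/well, RPMI + 5% FBS; 2 h settle, compound pin-transfer, 48 h at 37 degrees C. CellTiter-Glo 10 min RT, luminescence. Normalized to DMSO and media-only wells.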
ATXN2 expr inh – ATXN2 expression inhibition; HEK-293 ATXN2-luciferase reporter, luminescence, 24 h; Potency, µM (highest dose often 57 µM), for the others: at the top dose activity change, negative = inhibition, hits mostly inhibitors; hit rate 0.72% among 360,000; AID 1745845; further: potency means the concentration at half of the fitted maximal effect; on the % scale 0 is the no-effect control and ±100 the full control effect; nearly all actives have a fitted effect of over 55% in size
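ATXN2-luciferase reporter cells (luciferase flanked by upstream and downstream ATXN2 gene portions) were treated 24 h at 37 °C with compounds at up to 57 uM. SteadyGlo luminescence gave expression; GF-AFC fluorescence gave viability.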
SW480 rerep – inducers of DNA re-replication in SW480 colon cancer cells | Potency, µM (doses to about 46.1 µM), without a hit: at the highest dose re-replication activation, hits mostly activators | hit rate 1.8% among 340,000 | AID 624297 | SW480 DNA re-replication, Hoechst DNA content imaging, 48 h; further: potency means the concentration at half of the fitted maximal effect; % of control where 0% means no effect; nearly all actives have a fitted effect of over 55% in size
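Readout is total intensity of Hoechst-stained nuclei, excited at 405 nm and collected at 500-530 nm. Compound treatment lasted 48 hr at 37 C in 5% CO2 before staining.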
Active calls of the source: *; i = inactive; u = inconclusive; x = not tested or not shown; [ ] = dose if it differs, or a comment. Unless noted, the call rests on the fitted dose curve; in most records, active means well fitted curve in the direction sought with a large enough effect; inconclusive means small, poorly fitted or top-dose-only effect, or another doubt; inactive means no such curve, though single readings can be large; an effect the other way counts as inactive or inconclusive.

SMILES	MCF10A rerep	HT1080 IDH1KD tx	KB-3-1 cytotox	IL-1B inflam inh	KB-V1 cytotox	S2 tox	HT1080-NT tox	ATXN2 expr inh	SW480 rerep
Cc1nn(C)c(C)c1/C=N/NC(=O)CCn1cc([N+](=O)[O-])cn1	10.0%	6.5%	u	-8.5	-8.8%	i	6.8%	26.5%	-4.3%
C=CCn1c(SCCN2CCCCC2)nc2c1c(=O)[nH]c(=O)n2C	4.8%	0.5%	13.5%	11.1	-10.0%	i	0.0%	6.7%	-2.9%
Cc1cc(C)n(C(=O)N(c2ccccc2)c2ccccc2)n1	-10.0%	-11.7%	u	52.3	u	i	-8.0%	2.0%	-6.8%
Cc1c(Cc2c(Cl)cccc2Cl)c(=O)ccn1C(C)c1ccccc1 (centres undefined)	2.8%	u	-13.0%	-16.2	-15.3%	u	-9.4%	-22.9%	-3.4%
CC1(c2nnnn2-c2ccc3c(c2)OCCO3)CCC(=O)N1Cc1cccc(C(F)(F)F)c1 (centres undefined)	x	9.7%	5.9%	62.8	u	i	8.8%	4.8%	x
Cc1ccccc1NC(=O)C1CCCN(S(=O)(=O)c2c(C)noc2C)C1 (centres undefined)	7.6%	7.9%	4.5%	0.2	-19.5%	i	5.6%	-2.7%	0.4%
CCCC(=O)NNc1c2ccccc2nc2ccccc12	-8.7%	9.0%	6.5%	-18.4	16.4µM*	i	-1.3%	-1.7%	-9.5%
Cn1cnc(S(=O)(=O)N2CCN(c3cccc(C(F)(F)F)c3)CC2)c1	0.1%	3.4%	-6.2%	u	-7.5%	i	-0.1%	2.3%	-2.7%
Cc1ccccc1N1CCN(C2=NC(=O)/C(=C\c3cccs3)S2)CC1	6.51µM*	u	u	-26.1	22.1%	u	u	-5.4%	u
CCOC(=O)N1CCN(S(=O)(=O)c2ccc(C(=O)N(CCCN(C)C)c3nc4c(C)c(C)ccc4s3)cc2)CC1	1.9%	-1.4%	-1.5%	u	3.8%	u	-14.6%	-20.6%	1.9%
O=C(Cn1c2[n+](c3ccc(C(F)(F)F)cc31)CCCCC2)c1cccc([N+](=O)[O-])c1	2.4%	-3.8%	5.0%	-11.8	-11.9%	i	-2.5%	x	u
N#Cc1nc(-c2cccs2)oc1NCc1ccco1	11.2%	-0.5%	-12.0%	-11.0	-12.7%	i	-5.2%	6.9%	28.3%
N#Cc1c(NC(=O)CSc2ccccn2)oc(-c2ccccc2)c1-c1ccccc1	20.6µM*	-6.6%	-3.9%	32.5	0.0%	i	1.6%	0.2%	10.4%
Cc1ccc(Nc2c([N+](=O)[O-])ccc3nonc23)c(C)c1	-1.8%	2.8%	8.0%	3.3	-5.4%	i	7.5%	0.6%	-3.2%
CCOC(=O)Cc1csc(NC(=O)COc2ccc(N(C)S(=O)(=O)c3cccs3)cc2)n1	0.8%	-2.9%	-7.9%	-4.6	-2.9%	i	-5.3%	-15.5%	-7.9%
O=C(O)C1C2C=CC(C2)C1C(=O)NCc1ccccc1 (centres undefined)	-9.8%	0.0%	3.4%	17.6	15.5%	i	u	3.5%	-7.0%
O=S(=O)(c1ccccc1)N1CCN(Cc2cccc(Cl)c2)CC1	-0.6%	2.4%	8.4%	-5.0	-3.0%	i	10.9%	-14.6%	4.2%
CC1(C)CC2(OC2c2ccccc2[N+](=O)[O-])C(=O)c2ccccc21 (centres undefined)	x	-11.9%	1.2%	3.1	u	i	-12.2%	x	x
CNc1oc(Cc2ccccc2)nc1S(=O)(=O)c1ccc(Cl)cc1	-15.9%	1.0%	u	11.6	0.6%	u	-14.3%	25.6%	-4.0%
COc1ccc(OC)c(NC(=O)CC2(CC(=O)O)CCCC2)c1	-0.4%	3.5%	1.9%	21.7	21.7%	i	0.3%	5.7%	-11.7%
Cc1nc2ccn(Cc3cccnc3)c(=O)c2cc1C(=O)NCc1ccccc1	x	x	u	x	7.6%	u	x	u	x
COC(=O)CCCC(=O)N1CCCC(C(=O)c2ccc(-c3ccccc3)cc2)C1 (centres undefined)	-3.2%	0.8%	-3.0%	8.8	-20.0%	u	-0.6%	x	-3.6%
O=C(Nc1nnc(C2CC2)s1)c1ccncc1	-0.3%	1.8%	0.0%	13.1	12.6%	i	18.2%	4.4%	-4.9%
COCCn1ccc2c(OCC(=O)NCc3ccc(F)cc3)cccc2c1=O	x	x	-4.2%	x	2.8%	u	x	-13.8%	x
COc1ccc(C2(c3ccc(OC)cc3)NC(=O)N(CC(=O)N3CCOCC3)C2=O)cc1	-3.4%	2.4%	0.2%	6.4	u	i	-6.7%[9.24 µM]	-4.6%	-22.1%
Cc1ccc(S(=O)(=O)N(CC(=O)NCc2ccco2)Cc2ccccc2F)cc1	-1.3%	10.6%	-9.8%	-19.6	8.2µM*	i	8.4%	5.8%	-25.7%
Brc1ccc2ncc(Br)cc2c1	11.1%	11.5%	-2.6%	2.8	3.8%	x	9.2%	-13.5%	-9.1%
CCOc1ccc(N(C(=O)c2snc(C(N)=O)c2N)C(C(=O)NCC2CCCO2)c2c[nH]c3ccccc23)cc1 (centres undefined)	2.0%	u	u	-52.3*	-17.4%	i	-25.6%	-18.9%	10.8%
COc1ccc(-c2csc3nc[nH]c(=O)c23)cc1OC	4.9%	3.7%	9.2%	6.4	15.7%	i	4.7%	3.1%	6.6%
CC(C)(C)NC(=O)NC(=O)CSc1nnc2ccccn12	12.7%	0.5%	7.1%	0.0	9.5%	i	27.4%	2.0%	1.7%[9.22 µM]
Cc1ccc(OCC(=O)NC(=S)Nc2cccc(C)n2)cc1	-4.9%	19.0%	3.8%	20.2	7.4%	i	15.5%	8.5%	-5.2%
CCCCN1C(=O)C(CC(=O)NCC)SC1=Nc1ccccc1 (centres undefined)	-0.3%	4.7%	-0.9%	-15.1	3.8%	i	-2.1%	-5.4%	1.8%
CCOc1ccc(-c2ccc(SCC(=O)NC3CCCCC3)nn2)cc1	0.3%	-0.2%	13.6%	12.2	-0.8%	i	5.8%	15.7%	5.1%
Cc1cc(Cl)ccc1C(=O)C1CCCN(C(=O)c2n[nH]c3c2CCCC3)C1 (centres undefined)	4.9%	-22.2%	-3.8%	u	-18.2%	i	-18.5%	-7.1%	-1.5%
O=C(Nc1ccc(Cl)cc1)c1csc([C@@H]2O[C@H](CO)[C@@H](O)[C@H]2O)n1	x	0.8%	-0.1%	17.4	-18.6%	i	u	3.9%	x
Cc1ccc(OC(=O)CCC(=O)Oc2ccc(C)cc2C)c(C)c1	-40.9%	-0.8%	u	13.2	8.2%	i	5.8%	1.8%	-23.1%
Cc1ccc(S(=O)(=O)Nc2nc(C)c(NC(=O)OCCCl)s2)cc1	5.9%	9.6%	-3.0%	2.1	0.7%	u	2.6%	3.2%	-3.5%
O=C(Cc1cccs1)Nc1nncs1	4.3%	7.7%	-0.7%	-3.9	0.9%	i	17.8%	5.7%	-6.6%
Cc1ccc(CS(=O)Cc2ccc(C(=O)NC3CCCCCC3)o2)cc1 (centres undefined)	1.1%	-5.4%	-16.0%	-26.0	4.3%	i	0.5%	4.0%	3.4%
O=[N+]([O-])c1ccc(-c2ccc(S(=O)(=O)NCCN3CCCC3)cc2)cc1	u	u	-17.4%	u	-0.9%	u	18.4µM*	u	8.4%
O=C(c1ccc(N2CCCC2=O)cc1)N1CCN(c2ccccc2)CC1	4.1%	-6.6%	3.0%	-10.8	0.0%	i	14.6%	10.4%	2.3%
CO[C@H]1CN(C)C(=O)c2ccc(NC(=O)C3CCC3)cc2OC[C@H](C)N(Cc2ccc(F)cc2)C[C@@H]1C	x	-0.7%	u	-69.9*	-16.7%	x	1.1%	x	x
CCOC(=O)CC1OC(=O)c2cc3c(cc21)C(=O)OC3CC(=O)OCC (centres undefined)	-0.9%	16.3%	6.8%	12.1	0.0%	i	22.7%	-8.2%	-10.3%
CC1(C)CC(=O)C(C=NCCN2CCN(C(=O)C34CC5CC(CC(C5)C3)C4)CC2)=C(O)C1	24.8%	-9.3%	9.3%	51.0	10.1%	i	-4.7%	-3.1%	-1.4%
Nc1c(N(CCO)C(=O)C2CCCC2)c(=O)[nH]c(=O)n1Cc1ccccc1	0.6%	5.1%	u	-13.1	-2.4%	u	6.2%	x	-1.1%
O=C(NNc1ccccn1)c1ccccc1CC[N+](=O)[O-]	-3.4%	-5.7%	1.3%	20.0	0.0%	i	0.3%	-12.7%[11.3 µM]	4.7%
CCN(CC(=O)Nc1ccc2c(c1)OCCO2)C(=O)CCc1ccc(OC)cc1	-4.2%	0.5%	6.3%	14.2	-4.7%	i	2.6%	3.7%	-5.1%
C1CCN(CCC2CCCCN2)CC1 (centres undefined)	x	-4.8%	u	-7.7	11.9%	i	11.0%	x	x
Nc1ncnc2c1nc(Sc1ccc(Cl)cc1)n2[C@@H]1O[C@@H]2COP(=O)(O)O[C@H]2[C@H]1O	-2.2%	-0.6%	0.0%	1.1	-3.6%	i	-0.3%	-12.9%	26.2%
C=CCn1c(SCc2nc3c(c(=O)[nH]c(=O)n3CCCC)n2CCC)nnc1-c1ccccc1	-2.4%	-3.4%	-3.0%	u	-17.0%	u	-9.4%	-2.1%	0.0%
Cc1ccc(C(=O)O/N=C2\CC3CCC2(C)C3(C)C)cc1 (centres undefined)	0.0%	0.0%	15.1%	24.7	6.9%	i	1.6%	-0.8%	-11.8%
Oc1cccc(/C=N/N2CCN(c3ccccn3)CC2)c1	-0.6%	7.3%	-1.0%	-8.8	-22.7%	i	-0.2%	20.9%	-7.5%

Individual results from the results shown.
C1CCN(CCC2CCCCN2)CC1 (centres undefined) in HT1080-NT tox is listed with 11.0%
O=C(NNc1ccccn1)c1ccccc1CC[N+](=O)[O-] in MCF10A rerep is listed with -3.4%

High-throughput results (PubChem)
